MC4R antag cAMP: human MC4R antagonism in cAMP assay. P32245. MC4R-expressing cells, MTII-stimulated cAMP, LANCE TR-FRET. inhibition, % at 6.5 µM. hit rate 0.48% among 360,000. AID 540295;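 active means inhibition above its plate's cutoff, the mean of tested wells on that plate plus 3 SD, cut at about 29% in these data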;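 further: 0% = Melanotan II alone and 100% = Melanotan II plus saturating MCL0020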
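Material: human MC4R-expressing U2OS cells. Probe or stimulus: Melanotan II challenge. Dosing: 6.5 µM single dose. Times: 30-min compound, 1-h challenge, 1-h detection, room temperature. Technique: TR-FRET with Eu-cAMP and labeled anti-cAMP, 671 nm. Replication: singlicate.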
NOD2 RIPK2 PPI: NOD2-RIPK2 protein interaction inhibition; CHO BLA complementation NOD2-RIPK2, CCF4 ratio; inhibition, % at 4.98 µM; hit rate 0.38% among 360,000; AID 624267; in the data active means inhibition above about 21%;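 further: 0% = vehicle only and 100% = reference blocker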
Cardio protect: protects H9c2 cardiomyocytes from peroxide injury; hit rate 0.63% among 360,000; H2O2 injury protection, ATPLite, 2 h; AID 588492; protection from H2O2 cell death, % at 20 µM;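 active means compounds giving at least 50% protection of heart cells from peroxide-induced death in the single-dose screen, raw or plate-pattern-corrected value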;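 further: 0% = DMSO wells with peroxide and 100% = DMSO wells without peroxide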
Glyco luc inh: N-linked glycosylation inhibition; D54 ERlucT glycosylation luciferase reporter, 24 h; percent of 100 nM tunicamycin response; reporter increase, % at 12.5 µM; hit rate 0.23% among 360,000; AID 588692;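 active means mean luciferase reporter signal, scaled so untreated is 0 and the glycosylation-blocking control 100, at or above a set limit in every replicate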;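 further: luciferase carries N-glycosylation sites so blocking glycosylation raises the light; 0% = median of neutral control wells and 100% = median of 100 nM tunicamycin wells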
TLR9-MyD88 inh: inhibitors of human TLR9-MyD88 binding; Q9NR96+Q99836; CHO BLA complementation TLR9-MyD88, CCF4 FRET ratio; hit rate 0.21% among 340,000; inhibition, % at 4.98 µM; AID 504734;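 active means inhibition above the mean over all tested compounds plus 3 SD, cut at about 21% in these data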;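 further: 0% = DMSO only wells and 100% = clavulanate BLA inhibitor control wells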
ABCB6 inh 2: blocks the human ABCB6 transporter; fluorescence ratio to DMSO, % at 10 µM; K562-ABCB6 porphyrin accumulation, flow cytometry, 1 h; active compounds read low; Q9NP58; hit rate 0.19% among 360,000;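 active means fluorescence ratio to DMSO below 75%, the collection mean minus 3 SD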;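 further: signal is porphyrin accumulated inside mitochondria; 100% equals median channel fluorescence of DMSO control wells; lower ratio means ABCB6 inhibition with less porphyrin fluorescence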
HTR2A ag: agonists of mouse serotonin 5-HT2A receptor (HTR2A). P35363. CHO-K1 mHTR2A beta-arrestin complementation, luminescence; percent of 30 µM serotonin response. activation, % at 7.6 µM. hit rate 0.66% among 360,000. AID 624169;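 active means activation above a run cutoff, the mean activation of all tested compounds plus 3 SD, cut at about 14% in these data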;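 further: 0% = plate median of compound wells and 100% = 30 µM serotonin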
MC4R ag barr: agonists of human melanocortin 4 receptor (MC4R) beta-arrestin | P32245 | U2OS MC4R beta-arrestin complementation, luminescence; percent of melanotan II response, DMSO zero | hit rate 0.98% among 360,000 | activation, % at 8.9 µM | AID 540308;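 active means activation above a per-plate cutoff, the mean activation of sample wells on that plate plus 3 SD, cut at about 8% in these data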
SRC2 inh: human SRC2 (NCOA2) inhibition | Q15596 | HEK293 GAL4-SRC2 luciferase reporter, luminescence | inhibition, % at 9 µM | hit rate 0.17% among 370,000;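 active means inhibition above the mean inhibition of all tested compounds plus 3 SD, set per campaign, cut at about 52% in these data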;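 further: 0% = DMSO treated cells and 100% = cells given Gossypol at 36 µM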
ABHD5 PLIN5 PPI: blocks binding of human ABHD5 to perilipin-5 | AID 602281 | hit rate 0.78% among 360,000 | Split G. princeps luciferase complementation, luminescence, 4 h | Q00G26+Q8WTS1 | inhibition, % at 4 µM;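 active means inhibition above the mean inhibition across every tested compound plus 3 SD, cut at about 22% in these data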;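 further: 0% = DMSO only wells and the 100% control is not disclosed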
Target sequence (Q00G26 whole entry, looked up): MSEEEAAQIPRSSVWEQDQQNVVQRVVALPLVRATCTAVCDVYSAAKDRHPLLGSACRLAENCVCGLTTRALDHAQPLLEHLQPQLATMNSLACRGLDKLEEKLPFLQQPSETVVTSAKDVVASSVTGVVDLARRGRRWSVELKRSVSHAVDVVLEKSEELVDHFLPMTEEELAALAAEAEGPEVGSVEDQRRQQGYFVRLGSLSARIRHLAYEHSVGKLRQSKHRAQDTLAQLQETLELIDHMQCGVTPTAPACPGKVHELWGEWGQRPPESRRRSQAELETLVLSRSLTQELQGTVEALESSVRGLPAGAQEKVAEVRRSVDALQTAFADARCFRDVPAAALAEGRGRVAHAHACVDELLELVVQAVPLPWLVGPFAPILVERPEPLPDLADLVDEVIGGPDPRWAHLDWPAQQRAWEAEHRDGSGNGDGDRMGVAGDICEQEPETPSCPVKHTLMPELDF
Target sequence (Q8WTS1 whole entry, looked up): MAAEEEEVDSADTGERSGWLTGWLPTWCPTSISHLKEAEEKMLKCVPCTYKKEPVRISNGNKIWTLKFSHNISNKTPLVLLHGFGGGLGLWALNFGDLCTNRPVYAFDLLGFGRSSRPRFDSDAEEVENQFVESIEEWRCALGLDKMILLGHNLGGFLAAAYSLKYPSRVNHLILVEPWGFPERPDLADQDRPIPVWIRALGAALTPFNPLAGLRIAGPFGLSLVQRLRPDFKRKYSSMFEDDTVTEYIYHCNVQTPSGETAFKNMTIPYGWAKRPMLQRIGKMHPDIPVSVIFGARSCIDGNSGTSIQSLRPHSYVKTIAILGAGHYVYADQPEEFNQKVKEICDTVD
Active calls of the source: *; x = no result given. This is a subset (hit frequency here may not be typical).

SMILES | MC4R antag cAMP | NOD2 RIPK2 PPI | Cardio protect | Glyco luc inh | TLR9-MyD88 inh | ABCB6 inh 2 | HTR2A ag | MC4R ag barr | SRC2 inh | ABHD5 PLIN5 PPI
O=S(=O)(Nc1ccc(O)c(Sc2nc3ccccc3s2)c1)c1ccc(Cl)cc1 | 3 | -6 | -7 | 0 | -2 | 102 | 5 | 2.0 | 10 | 2
COCCN(C(=O)COC(=O)/C=C/c1ccc2c(c1)OCO2)c1c(N)n(Cc2ccccc2)c(=O)[nH]c1=O | -3 | -6 | 10 | -1 | 1 | 99 | 6 | -3.1 | -65 | -4
COC(=O)c1c(-c2ccc(OC)cc2)sc2ccc(N3CCOCC3)cc12 | 4 | -9 | -1 | -11 | -6 | 99 | -2 | -0.6 | -78 | 2
COc1ccc(C(=O)Nc2cccc3c2CCCC3)cc1OC | 1 | 5 | 6 | 1 | 9 | 97 | 6 | 0.0 | 4 | -1
Cc1c(/C=N/NC(=O)C(NC(=O)c2ccc3c(c2)OCO3)C(C)C)c2ccccc2n1C (centres undefined) | 8 | 1 | 2 | 1 | -17 | 100 | 2 | 1.3 | 12 | 4
CCCNc1c(NC(C)=O)c(=O)oc2ccccc12 | -7 | -1 | -3 | 0 | 1 | 93 | -1 | 0.3 | 5 | 1
CC(C)OCCCNC(=O)c1ccc(NS(C)(=O)=O)cc1 | 11 | -4 | 3 | -1 | -1 | 102 | 8 | 1.6 | 5 | 0
Brc1ccccc1OCCCn1cnc2ccccc21 | -2 | -2 | -10 | -4 | -3 | 99 | -2 | -1.6 | -25 | 5
COC(=O)c1ccc(C2Nc3ccccc3NC3=C2C(=O)CC(C)(C)C3)cc1 (centres undefined) | 7 | -10 | 0 | -1 | -3 | 101 | -3 | -1.0 | -8 | 0
COc1ccc(CN2C(=O)CSC2c2ccncc2)cc1 (centres undefined) | 9 | -6 | 13 | 0 | 6 | 95 | 3 | -1.0 | -39 | -2
Cc1ccccc1C(=O)Nc1c(-c2cccs2)c(=O)c2ccccc2n1C | 19 | -8 | -4 | 2 | 1 | 99 | -2 | 2.2 | -11 | 0
CCOc1cc(CN2CCN(Cc3ccc(C)o3)C(CCO)C2)ccc1OC (centres undefined) | 2 | -10 | 0 | -1 | -1 | 102 | 1 | -0.8 | 14 | 3
CC1CCN(Cc2nnnn2CCCC(=O)N(C)C2CCOC2)CC1 (centres undefined) | 2 | 7 | 4 | 4 | -9 | 94 | 3 | -3.1 | 12 | -3
Cc1ccnc(NC(=O)CCC(=O)N(CC(=O)NC2CCCCC2)C2CCCC2)c1 | -1 | -7 | 2 | -2 | 2 | 91 | 4 | 0.4 | 15 | -1
O=C(Nc1cc(Cl)ccc1Cl)C1CC(=O)N(c2ccc(Br)cc2)C1 (centres undefined) | 2 | 1 | -9 | 3 | 4 | 94 | -2 | 3.5 | 14 | 6
O=C(NNc1ccccc1[N+](=O)[O-])Nc1ccc(F)cc1 | 2 | -2 | 5 | 2 | 6 | 94 | 1 | -1.6 | -1 | 1
COc1cccc(CNC(=O)C2CCCN(c3cnccn3)C2)c1 (centres undefined) | 15 | 1 | -4 | -1 | -6 | 107 | 0 | 0.3 | 8 | 5
O=C1NC(=O)C(=Cc2ccccc2[N+](=O)[O-])S1 | 3 | 4 | -13 | -1 | 9 | 98 | 0 | -3.5 | -15 | -26
N#Cc1ccc(-c2csc(NC(=O)C3CC3)n2)cc1 | -1 | -7 | -9 | -1 | 18 | 103 | -3 | 0.7 | -36 | 3
COCCNC(=O)c1cc2c(=O)n(C)c3ccccc3c2n1C | 7 | -15 | 7 | 3 | -1 | 100 | 1 | -2.1 | -7 | -2
C=CCNC(=O)CN(c1cccc(Br)c1)S(C)(=O)=O | -6 | -10 | 1 | 2 | 7 | 95 | -3 | -0.1 | 13 | -5
COc1ccc(/C=N/NC(=O)c2ccccc2OCc2ccccc2)c(OC)c1 | 20 | -1 | 7 | 19 | -23 | 95 | -7 | -1.0 | -14 | 3
CC1(C)C(=O)NCCN1C(=O)c1ccc2nc(Cc3ccccc3F)oc2c1 | 10 | 7 | -2 | -2 | 0 | 98 | -6 | -2.2 | 6 | -3
COc1ccc(CN(C)C(=O)C23CC4CC(CC(Cl)(C4)C2)C3)c(OC)c1OC | 13 | -3 | -8 | 0 | -6 | 93 | -7 | -1.1 | 16 | -3
O=C(Nc1cccc(-c2ccc(N3CCCCC3)nn2)c1)C(F)(F)F | 10 | -3 | -14 | -24 | -10 | 99 | -2 | -1.8 | 14 | -7
CC(C)(C)c1ccc(C(=O)N2CCC2(C)C(=O)NCCC#N)cc1 (centres undefined) | 4 | 4 | 2 | 3 | x | 98 | -1 | -0.3 | 0 | -2
COc1ccccc1N1CCN(C(=O)CCn2c(=O)[nH]c3ccsc3c2=O)CC1 | 5 | 3 | 7 | 0 | -4 | 91 | 9 | -1.3 | 3 | -3
Cc1ccc2cc(CN(C)C(=O)C3CCCO3)c(=O)[nH]c2c1 (centres undefined) | 4 | 3 | 8 | 0 | -1 | 99 | 8 | -0.9 | -11 | 5
COc1cccc(NC(=O)CN(C)C(=O)Cc2n[nH]c(=O)c3ccccc23)c1 | 0 | -10 | 79* | 0 | -2 | 98 | -4 | 4.0 | -29 | -6
O=C(O)C1=C[C@@H](c2ccc(C(F)(F)F)cc2)C[C@@H](OCc2ccc(CO)cc2)O1 | 1 | -12 | -2 | 0 | -4 | 101 | -3 | -1.8 | 8 | -2

Of the compounds above, these contain a nitro group on carbon.
SMILES | MC4R antag cAMP | NOD2 RIPK2 PPI | Cardio protect | Glyco luc inh | TLR9-MyD88 inh | ABCB6 inh 2 | HTR2A ag | MC4R ag barr | SRC2 inh | ABHD5 PLIN5 PPI
O=C(NNc1ccccc1[N+](=O)[O-])Nc1ccc(F)cc1 | 2 | -2 | 5 | 2 | 6 | 94 | 1 | -1.6 | -1 | 1
O=C1NC(=O)C(=Cc2ccccc2[N+](=O)[O-])S1 | 3 | 4 | -13 | -1 | 9 | 98 | 0 | -3.5 | -15 | -26

Continuation:
SMILES | MC4R antag cAMP | NOD2 RIPK2 PPI | Cardio protect | Glyco luc inh | TLR9-MyD88 inh | ABCB6 inh 2 | HTR2A ag | MC4R ag barr | SRC2 inh | ABHD5 PLIN5 PPI
O=C(OCc1cc([N+](=O)[O-])cc2c1OCOC2)c1ccccn1 | -2 | 6 | -5 | 1 | 14 | 97 | 1 | -0.8 | 20 | -8
Cc1c(NC(=O)c2ccccc2F)c(=O)n(-c2ccccc2)n1C | 9 | 1 | -2 | 1 | -10 | 99 | 1 | 0.4 | 3 | 7
O=C(Cc1ccccc1F)Nc1cc(S(=O)(=O)N2CCCC2)ccc1Cl | 1 | -8 | -2 | -2 | 4 | 93 | -5 | -1.3 | 6 | 2
CC(=O)Nc1ccc(NC(=O)c2ccccc2N(Cc2ccccc2)S(C)(=O)=O)cc1 | 0 | 4 | -1 | -2 | -5 | 96 | -1 | -2.2 | -9 | 5
O=C(/C=C/c1ccco1)Nc1ccccn1 | -13 | -5 | -6 | 0 | -3 | 99 | 4 | -0.9 | -55 | -4
COc1ccc(CC(=O)Oc2ccccc2C)cc1 | -2 | 13 | 3 | 3 | -4 | 87 | 4 | -1.4 | 30 | 4
Cc1cc(S(=O)(=O)N2CCOCC2)ccc1F | -1 | 5 | -5 | 2 | 0 | 100 | -3 | -0.8 | -16 | 3
C/C(=N\NC(=O)c1ccccc1)C1C2C=CC(C2)C1(C)C (centres undefined) | 10 | -9 | -7 | -2 | -10 | 93 | 3 | -1.1 | -97 | -1
COc1cc(Cl)c(C)cc1NC(=O)CN1CCN(C(=O)C2CC2)CC1 | -2 | -6 | 0 | 28* | 2 | 96 | -9 | -0.7 | x | 4
O=C(Cn1c(=O)c2cccn2c2ccccc21)Nc1cc(F)ccc1F | -1 | -6 | 12 | 0 | 2 | 108 | -4 | -1.9 | 1 | 0
COc1cccc(-c2nc(CCl)cs2)c1OC | 2 | 0 | -4 | 1 | -3 | 101 | 5 | -1.8 | 1 | -3
Cc1cc(OCC(O)CN(CCO)CCO)ccc1Cl (centres undefined) | -1 | 8 | 6 | 2 | -2 | 104 | -3 | -0.5 | -37 | 0
NC(=NCCc1ccc(Cl)cc1)NS(=O)(=O)c1ccccc1 | 13 | -6 | -6 | 0 | -8 | 100 | -4 | -0.7 | 2 | -3
CC(C)c1ccc(S(=O)(=O)c2nnn3c2nc(NCC2CCCO2)c2ccccc23)cc1 (centres undefined) | 11 | 3 | 1 | -1 | 9 | 99 | 8 | -1.6 | x | -6
O=C(Nc1ccccc1C(=O)NC1CC1)c1ccc([N+](=O)[O-])o1 | 0 | -6 | -2 | 13 | -3 | 103 | 10 | -2.5 | 17 | 4
C=CCn1c(C)nnc1SCC(=O)c1[nH]c(C)c(C(C)=O)c1C | 10 | -6 | -3 | 4 | -10 | 102 | 3 | 0.9 | 10 | -1
Cc1cc(Cl)c(C)c(S(=O)(=O)Oc2ccccc2NC(=O)CCC(=O)O)c1Cl | -1 | -9 | 15 | -1 | -4 | 95 | 8 | -1.2 | -15 | 0
CCc1cccc2c(C(=O)CSc3nncn3-c3ccccc3OC)c[nH]c12 | -2 | -8 | 14 | 2 | 1 | 99 | 0 | 0.4 | -28 | 24*
Cc1nn(-c2ccccc2)c(Cl)c1C(=O)OC(C)C(=O)Nc1ccc2c(c1)OCO2 (centres undefined) | -7 | 7 | -2 | -2 | 4 | 90 | 1 | 0.8 | -4 | 4
CS(=O)(=O)N(CC(=O)N1CCc2ccccc2C1)c1ccccc1F | 12 | 10 | 3 | 1 | x | 95 | -5 | 2.4 | -48 | -1
Cc1cc(C)c(N(C(=O)Cn2nnc3ccccc32)C(C(=O)NC(C)(C)C)c2ccsc2)c(C)c1 (centres undefined) | 8 | 4 | -2 | -7 | -6 | 99 | -2 | 0.6 | 3 | -10
CCOc1cc(N2CCOCC2)c(OCC)cc1NCC(=O)N1CCN(Cc2ccccc2)CC1 | 29* | -8 | 4 | 0 | -3 | 94 | -2 | 0.4 | -1 | 2
COc1ccccc1C#CC1=CC(=O)C[C@H](c2ccc(F)cc2)C1 | 10 | 3 | -16 | -4 | 10 | 96 | 0 | 3.6 | -12 | 6
COc1ccccc1CCC(=O)N(C)CC(=O)Nc1ccc(Cl)c(C(F)(F)F)c1 | 5 | -2 | -9 | 0 | -11 | 98 | -11 | 2.0 | -10 | -10
COC1=C/C(=C/c2c(N)n3nc(CC(=O)N4CCOCC4)sc3nc2=O)C=CC1=O | 11 | -8 | -1 | 3 | -8 | 100 | 10 | -0.2 | -5 | 5
